S1P4 antagonist: human S1P4 receptor antagonism | O95977 | S1P4-expressing cells, antagonist mode, reporter read-out | inhibition, % at 4.98 µM | 220,000 compounds, 0.26% hits; in the data active = inhibition above about 29%;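 also: 0% = wells stimulated with agonist and 100% = vehicle wells without agonist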
NPY2 pot ag: potentiators or agonists of human neuropeptide Y receptor Y2. P49146. cells expressing NPY-Y2, potentiator/agonist read-out. activation, % at 3.6 µM. 220,000 compounds, 0.45% hits. AID 1359; in the data active = activation above about 27%;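 also: cells stimulated with NPY near EC25 plus isoproterenol at EC100; 0% = vehicle plus submaximal agonist and 100% = vehicle plus saturating agonist; some results beyond the cut were filed as inactive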
Target sequence (P49146 whole entry, looked up): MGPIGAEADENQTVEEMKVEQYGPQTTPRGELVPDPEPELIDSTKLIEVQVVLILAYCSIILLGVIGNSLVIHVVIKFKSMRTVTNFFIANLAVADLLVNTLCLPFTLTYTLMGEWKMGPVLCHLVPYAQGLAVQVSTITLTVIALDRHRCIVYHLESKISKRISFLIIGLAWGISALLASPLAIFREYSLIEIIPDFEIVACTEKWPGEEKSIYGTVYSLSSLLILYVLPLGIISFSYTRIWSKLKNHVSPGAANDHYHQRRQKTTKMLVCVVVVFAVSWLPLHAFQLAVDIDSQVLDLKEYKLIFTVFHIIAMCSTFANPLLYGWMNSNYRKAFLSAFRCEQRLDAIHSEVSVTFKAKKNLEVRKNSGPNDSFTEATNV
NPY-Y1 PAM-ag: potentiates or activates human NPY-Y1 receptor. NPY-Y1 expressing cells, potentiator/agonist activation. activation, % at 3.6 µM. 220,000 compounds, 0.37% hits; in the data active = activation above about 33%, passing the limit was not always enough;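 also: cells stimulated with NPY at EC10 then isoproterenol at EC100; 0% = low agonist plus stimulus and 100% = saturating agonist plus stimulus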
CHOP inhibitor: CHOP inhibition in unfolded protein response | CHO-K1 CHOP-promoter luciferase, tunicamycin-induced, 15-18 h | inhibition, % at 10 µM | 220,000 compounds, 3.8% hits | AID 2732;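 active = compounds that reduced the stress-induced luciferase reporter signal by more than about 70% of percent inhibition, limit read from the data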;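 also: 0% = tunicamycin plus vehicle and 100% = wells without tunicamycin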
S1P4 agonist: agonists of human S1P4 receptor | O95977 | S1P4-expressing cell line, agonist reporter assay | activation, % at 4.98 µM | 220,000 compounds, 0.35% hits | AID 1509; in the data active = activation above about 11%;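 also: 0% = DMSO vehicle and 100% = reference agonist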
NPY-Y1 antag: NPY-Y1 (human) receptor antagonism. 200,000 compounds, 1% hits. P25929. inhibition, % at 3.6 µM. HEK293-CNG Y1 cells, membrane potential fluorescence; NPY at EC95, then isoproterenol;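 active = inhibition above the campaign mean inhibition of all tested compounds plus 3 SD, cut at about 20% in these data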;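 also: 0% = DMSO wells given NPY plus isoproterenol and 100% = isoproterenol alone without NPY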
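Material: Y1- and CNG-channel-expressing HEK293 cells / Probe or stimulus: NPY 25 nM then isoproterenol 1 µM plus Ro 20-1724 25 µM / Doses: 3.6 µM single dose, DMSO 0.4% / Schedule: compound incubation 1 h at room temperature, readout 45 min post-stimulation / Signal: membrane potential fluorescence / Benchmarks: isoproterenol-only wells as full block versus NPY-plus-isoproterenol wells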
TRPML3 ag: agonists of human TRPML3 channel. activation, % at 3 µM. 220,000 compounds, 0.29% hits. HEK293 TRPML3-YFP, Fluo-8 calcium fluorescence; 100% = the carbachol control signal;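 active = activation above its plate's cutoff, the mean activation of the plate's test wells plus 3 SD, cut at about 12% in these data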;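 also: 0% = DMSO only wells and 100% = carbachol wells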
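Test system: TRPML3-YFP stable HEK293 cells. Doses: single point at 3 µM. Incubation: dye loading 1 h 37 °C then 30 min ambient, 125 s read. Signal: Fluo-8 calcium dye fluorescence, ex 470-495, em 515-575 nm. Measure: percent activation from peak-to-basal fluorescence ratio, scaled between DMSO and carbachol.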
EP2 mod: modulators of human EP2 prostaglandin E2 receptor; induction, % at 25 µM; EP2-expressing cells, cAMP HTRF FRET, PGE2 co-stimulation; 260,000 compounds, 0.83% hits;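 active = compounds whose cAMP rise, as percent of the full-agonist control response, exceeds 60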;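 also: rat C6 glioma line stably carrying human EP2 under a CMV promoter; the protocol text gives 20 µM as final concentration; 100% = response of wells given 1 µM PGE2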
Target sequence (P43116 whole entry, looked up): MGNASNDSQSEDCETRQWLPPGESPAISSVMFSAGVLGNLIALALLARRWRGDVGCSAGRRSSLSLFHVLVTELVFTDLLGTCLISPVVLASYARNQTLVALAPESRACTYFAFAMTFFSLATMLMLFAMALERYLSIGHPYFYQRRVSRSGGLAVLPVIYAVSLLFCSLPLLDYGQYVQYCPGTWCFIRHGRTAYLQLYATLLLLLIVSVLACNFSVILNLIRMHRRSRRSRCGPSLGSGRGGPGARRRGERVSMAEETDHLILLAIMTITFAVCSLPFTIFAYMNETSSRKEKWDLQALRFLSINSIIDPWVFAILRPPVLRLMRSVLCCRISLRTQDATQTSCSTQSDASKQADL
TRPN1 ag: zebrafish TRPN1 (NompC) channel agonism; HEK293 zebrafish TRPN1-YFP, Fluo-8 calcium fluorescence; 100% = response to 87 µM carbachol; 220,000 compounds, 0.18% hits; activation, % at 3 µM;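 active = activation above its plate's cutoff, the mean activation of test wells on that plate plus 3 SD, cut at about 19% in these data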;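 also: 0% = DMSO alone and 100% = 87 µM carbachol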
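System: zebrafish TRPN1-YFP in HEK293 cells / Dosing: 3 µM single point / Timing: dye loading 1 h at 37 °C, then 30 min room temperature / Signal: Fluo-8 calcium fluorescence, excitation 470-495 nm, emission 515-575 nm / Read-out basis: percent activation from peak over basal fluorescence ratio, control-normalized / Control set: high carbachol 87 µM, low DMSO alone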
Active calls of the source: *; . = no result given; & = joins results of further samples.

SMILES	S1P4 antagonist	NPY2 pot ag	NPY-Y1 PAM-ag	CHOP inhibitor	S1P4 agonist	NPY-Y1 antag	TRPML3 ag	EP2 mod	TRPN1 ag
COc1cccc(C2=NCCc3cc4c(cc32)OCO4)c1OC	0	3	-18	24	2.3	0	0.0	-6	-1.4
CCOC(=O)C1=C(CNCCOc2ccc(OC)cc2)NC(=O)NC1c1ccc2c(c1)OCO2 (configuration not stated)	-25	-26	10	20	-1.0	2	-1.2	29	-2.2
Cc1cc(C)cc(-n2c(C)cc(/C=N/NC(=O)c3cccc([N+](=O)[O-])c3C)c2C)c1	19	-13	-10	47	0.1	2	-0.5	-45	-0.9
CC(=O)Oc1ccc(C(=O)Nc2cccc(C(=O)NC(C)(C)C)c2)cc1	9	-15	5	-1	2.9	4	0.6	-34	3.8
N/C(=N\c1nc2ccccc2o1)NC(=O)c1ccccc1	-13	-7	-24	85*	0.4	9	0.7	8	-0.6
O=C(OC(C(=O)NCC1CCCO1)c1ccc(F)cc1)c1ccco1 (configuration not stated)	5	16	3	14	-0.3	3	-0.4	35	-0.1
Cc1cccc(NC(=O)Cn2cnc3ccc(S(=O)(=O)N4CCC(C)CC4)cc3c2=O)n1	2	4	6	35	0.2	-6	-0.1	-3	0.6
CCN1C(=O)/C(=C2/Sc3ccc(OC)cc3N2C)SC1=Nc1ccc(C(C)=O)cc1	-12	-7	4	.	1.8	-3	0.2	.	0.2
CC(c1cccs1)N(C(=O)Nc1ccccc1)C1CCCCC1 (configuration not stated)	-6	-7	-15	44	-0.9	1	1.3	46	2.3
CCNc1nc(NC(C)(C)C)nc(SCC(N)=O)n1	-6	-4	4	9	0.2	-3	0.3	0	0.4
Brc1ccccc1Cn1c(-c2cncs2)nc2ccccc21	-4	14	6	55	1.9	1	-0.9	44	-2.6
CC(=O)NCCc1ccc(S(=O)(=O)N2CCCC2)cc1	-15	3	9	-26	2.1	-1	0.6	-15	1.5
CC(C)n1cnc2cc(NCc3ccccn3)ccc21	-15	-16	-15	-17	2.0	3	1.1	-13	0.5
CCNc1ccc(S(=O)(=O)N(C)C)cc1NCC(=O)Nc1ccccc1F	-7	12	8	19	0.3	3	0.3	-20	-0.7
CCOC(=O)c1c(/N=C/c2cccc([N+](=O)[O-])c2O)sc2c1CCC2	-15	11	-8	35	-0.6	.	0.3	11	0.1
COC(=O)Cc1c(C)c2ccc(OCC(=O)N3CCOCC3)cc2oc1=O	-42	16	-16	15	-1.9	2	1.2	27	-1.3
COc1ccc(N2CCN(C(=S)NC(C)c3ccccc3)CC2)cc1 (configuration not stated)	12	8	16	15	1.4	-2	0.6	-22	1.6
CCC(=O)Nc1ccc(S(=O)(=O)NCCc2ccccc2)cc1	-5	-5	-4	44	2.2	1	0.8	-14	0.3
Cc1cc(C)c(OCC(=O)Nc2cccc(NC(=O)c3ccco3)c2)c(Br)c1	-19	-9	-12	27	0.2	7	0.2	-28	-1.3
CC1=CC2=NC(=O)CC(C)(C(=O)N(CC(=O)NC3CCCC3)c3cc(C)cc(C)c3)N2C=C1 (configuration not stated)	-9	-5	-12	14	1.9	-1	0.3	19	0.0
CC(C)(C)NC(=O)C(c1ccc(O)cc1)N(C(=O)CCC(=O)Nc1nccs1)c1ccccc1F (configuration not stated)	-6	5	-3	15	1.3	-4	1.1	-10	0.5
Cc1sc2nc3n(c(=O)c2c1C)CCCS3	9	-10	6	7	-0.6	-3	0.1	-3	0.5
COc1ccc(CC(=O)NCc2ccccc2Cl)cc1S(=O)(=O)N1CCOCC1	-7	5	15	39	0.6	8	0.9	-1	-0.8
CCOP(=O)(O)c1ccccc1OCCOc1ccccc1P(=O)(O)OCC	5	11	-10	17	-4.9	-4	0.8	18	-0.3
CCOC(=O)C(C)Sc1nc2c(c(=O)[nH]c(=O)n2C)n1Cc1ccc(Cl)cc1 (configuration not stated)	-3	-3	-17	42	1.3	11	-0.6	49	-0.4
CN(C)/C=N/c1sc2c(c1C#N)CCCCC2	0	3	1	50	-0.5	4	0.0	5	0.1
CC(=O)c1ccc(OCCCC(=O)OCC(=O)N2CCN(c3ccccc3)CC2)cc1	4	6	9	2	-2.1	0	1.9	-17	5.0
O=C(Oc1cccnc1)c1ccc([N+](=O)[O-])cc1	-2	0	-1	14	-0.3	1	0.9	32	-0.4
Cc1ccc(N(Cc2ccc(C(=O)NCC3CCCO3)cc2)S(C)(=O)=O)cc1C (configuration not stated)	6	-4	26	5	1.1	-7	0.8	-7	2.3
Cc1ccc(N2C(S)=C(C#N)C(=O)NC23CCCCC3)cc1	-7	16	6	4	0.6	3	0.5	9	2.9
O=C(CCCNS(=O)(=O)c1cccc2nsnc12)NC1CCCCC1	-18	9	0	5	0.3	0	0.6	14	0.1
O=C(Nc1cccc(Cl)c1Cl)c1snnc1-c1ccccc1	-29	-30	-46	1	1.1	10	-1.6	30	-1.9
CSc1nc(N)n2nc(C(C)(C)C)cc2n1	-17	-8	-7	1	23*	.	0.4	-23	0.3
O=C(CCC(=O)N(CC(=O)NC1CCCC1)Cc1ccc2c(c1)OCO2)Nc1ccccn1	-1	-7	-19	24	1.5	2	0.4	5	-0.1
O=C(/C=C/c1ccc(S(=O)(=O)NCc2ccco2)cc1)N1CCN(c2ccccc2)CC1	1	13	7	26	-1.1	5	3.2	-8	4.1
O=C(NCc1ccc(Cl)cc1)C1CCN(S(=O)(=O)N2CCOCC2)CC1	5	0	13	-9	0.7	1	1.0	-25	2.7
N#Cc1nc(Cc2cccc3ccccc23)oc1N1CCOCC1	-7	-11	-40	43	-1.4	14	0.4	-14	-1.0
O=C(CN(C(=O)C1CSC(=O)C1)c1cccc(F)c1)NC1CCCC1 (configuration not stated)	-16	-1	8	5	0.7	6	0.7	9&8	0.5
COc1ccc(-c2csc(Nc3ccccc3)[n+]2Cc2ccccc2)cc1	-2	8	21	30	0.0	12	-0.9	43	-0.1
COc1ccccc1C1=NOC(COC(=O)c2ccc(Br)cc2)C1 (configuration not stated)	13	-18	-17	43	0.8	10	-0.5	-32	-1.6
C=CCc1ccccc1OCC(=O)N/N=C/c1ccccc1OCC	-8	-4	6	-9	1.1	7	0.1	0	-1.6
Cc1cc(N2CCOCC2)nc2ccc(NC(=O)C3CCC(C)CC3)cc12 (configuration not stated)	-31	-12	-8	16	1.2	3	0.2	-32	2.4
COc1ccc(C(=O)Nc2ccc(S(=O)(=O)N3CCOCC3)cc2)cc1OC	15	-9	-19	6	-2.2	-7	0.6	5	-0.1
O=C(NNS(=O)(=O)c1ccccc1)c1sccc1-n1cccc1	-10	-1	7	-11	-0.5	-1	0.5	0	1.8
Cc1cc(C(C)(C)C)ccc1NC(=O)CC(C)(C)CC(=O)O	5	-25	-6	-10	0.3	.	1.6	-5	2.6
Cc1cc(C)c(NC(=O)COc2nc3ccccc3nc2C)c(C)c1	-12	-4	-4	-3	-0.6	-2	0.6	14	-0.7
COCCN1C(=O)C(=O)/C(=C(/O)c2ccc(S(=O)(=O)N3CCOCC3)cc2)C1c1ccc(C(C)C)cc1 (configuration not stated)	-2	13	11	7	1.7	3	0.9	10	0.7
O=C(Nc1ccccc1O)c1csc2c1CCCC2	8	3	4	8	-1.0	3	0.2	-42	-1.8
CC(C)(C)n1nnnc1C(c1ccc(C(F)(F)F)cc1)N(Cc1ccccc1)Cc1ccco1 (configuration not stated)	-10	-5	-4	54	-0.1	47*	0.1	28	1.7
Cc1cccc(C)c1OCCCCCNCCO	-6	-12	0	39	1.9	2	1.1	5	-0.7

Part of the list above, limited to EP2 mod, NPY-Y1 PAM-ag and NPY2 pot ag:
Compound	EP2 mod	NPY-Y1 PAM-ag	NPY2 pot ag
Cc1cccc(C)c1OCCCCCNCCO	5	0	-12
O=C(CN(C(=O)C1CSC(=O)C1)c1cccc(F)c1)NC1CCCC1 (configuration not stated)	9&8	8	-1

Structures from the list above with an aryl methoxy group (8):
SMILES	S1P4 antagonist	NPY2 pot ag	NPY-Y1 PAM-ag	CHOP inhibitor	S1P4 agonist	NPY-Y1 antag	TRPML3 ag	EP2 mod	TRPN1 ag
COc1cccc(C2=NCCc3cc4c(cc32)OCO4)c1OC	0	3	-18	24	2.3	0	0.0	-6	-1.4
CCOC(=O)C1=C(CNCCOc2ccc(OC)cc2)NC(=O)NC1c1ccc2c(c1)OCO2 (configuration not stated)	-25	-26	10	20	-1.0	2	-1.2	29	-2.2
CCN1C(=O)/C(=C2/Sc3ccc(OC)cc3N2C)SC1=Nc1ccc(C(C)=O)cc1	-12	-7	4	.	1.8	-3	0.2	.	0.2
COc1ccc(N2CCN(C(=S)NC(C)c3ccccc3)CC2)cc1 (configuration not stated)	12	8	16	15	1.4	-2	0.6	-22	1.6
COc1ccc(CC(=O)NCc2ccccc2Cl)cc1S(=O)(=O)N1CCOCC1	-7	5	15	39	0.6	8	0.9	-1	-0.8
COc1ccc(-c2csc(Nc3ccccc3)[n+]2Cc2ccccc2)cc1	-2	8	21	30	0.0	12	-0.9	43	-0.1
COc1ccccc1C1=NOC(COC(=O)c2ccc(Br)cc2)C1 (configuration not stated)	13	-18	-17	43	0.8	10	-0.5	-32	-1.6
COc1ccc(C(=O)Nc2ccc(S(=O)(=O)N3CCOCC3)cc2)cc1OC	15	-9	-19	6	-2.2	-7	0.6	5	-0.1

Bioassay records deposited in PubChem by several laboratories.
